Compound activity: PubChem, several laboratories
Insulin prom up = insulin promoter activators in MIN6 cells, imaging, high-content screening, mouse beta cells; MIN6 insulin promoter-GFP reporter; stronger effect = higher value; z-score at 5 µM; 190,000 compounds, 0.3% hits;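 active means z-score above 3 at 5 µM with at least 500 cells counted in the well; inconclusive means wells under 500 cells, flagged as cytotoxic or low count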
Autophagy HCS = autophagy modulators in MEF cells, primary screen, imaging, high-content, MEF GFP-LC3; 190,000 compounds, 0.98% hits; MEF GFP-LC3 puncta imaging; test concentration mostly 10 µM; calls only at 10 µM (by protocol); AID 463193, 2010;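 active means percentage of spot-positive cells more than 3 SD above its plate mean, without a fluorescence outlier flag or 80% toxicity; inconclusive means no clear call, values can overlap the other calls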;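 further: spot-positive cell cutoff set from DMSO-treated cells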
West Nile antiviral = West Nile virus antiviral activity, cell-based, CPE readout (AID 1621); West Nile virus-infected cells, CPE inhibition; higher % means a stronger effect; CPE inhibition, % at 10 µM; hits with a dose series show IC50 in µM; 290,000 compounds, 0.02% hits; in the data active means a potency from the dose series; inconclusive means CPE inhibition mostly from about 3.7% at the one dose, without a potency; inactive means the rest, 99 in 100 with CPE inhibition below about 2.2%; further: strong numbers were not always called active
Lipid droplet = inhibitors of hepatocyte lipid droplet formation, primary screen, imaging, high-throughput imaging, BODIPY stain; AML12 mouse hepatocytes, oleate lipid droplets; inhibition, % at 6.5 µM; 240,000 compounds, 0.4% hits; AID 1656, 2009;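 active means lipid droplet intensity inhibited by at least 50%, with more than 500 cells counted; inconclusive means wells with under 300 cells, treated as cytotoxic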
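Assay system: AML12 hepatocytes (mouse) / Also added: 100 µM oleic acid challenge / Times: overnight treatment with compound plus oleate / Detection: high-content imaging of BODIPY-stained droplets and DAPI nuclei / Evaluation: % inhibition of lipid droplet signal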
WT yeast gro inh = growth inhibition of WT strain, primary screen, mitochondrial fusion inhibitor project, WT and mutant strains, chemical genetic | mitochondrial fusion phenotypic screen | 190,000 compounds, 2.1% hits | inhibition, % at 10 µM; in the data active means inhibition above about 58%; tested in S. cerevisiae
T cell modulator = modulators of CD8 T cell-vesicle binding, primary screen, mouse 2C CD8+ T cells, flow cytometry | 2C CD8+ T cell-vesicle binding; stronger effect = lower value | calls only at 7 µM | 330,000 compounds, 0.068% hits;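 active means response, share of CD8 T cells binding vesicles, and their 90th percentile fluorescence all below set limits, cut at about 80% in these data, passing the limit was not always enough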
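Material: murine 2C transgenic CD8+ T lymphocytes / Also added: QL9-peptide-loaded Drosophila micro-vesicles bearing Ld, ICAM-1 and B7-1 / Schedule: binding step 1.5 h, 37 °C, antibody labelling 20 min, ice / Signal: flow cytometry, PE anti-B7-1 (FL2) versus Alexa647 anti-CD8 (FL8), PFA-fixed / Evaluation: percent CD8+ FL2 mean versus row control / Benchmarks: naked versus QL9-loaded vesicles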
bCat nuc transl = modulators of beta-catenin nuclear translocation, primary screen, imaging, HeLa cells, immunofluorescence, high-content; nuclear translocation activity, % at 5 µM; 190,000 compounds, 0.3% hits; AID 1665, 2009;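 active means nuclear translocation activity above 50% at 5 µM, with a well cell count of 50 or more; inconclusive means wells under 50 cells across six images, flagged as toxic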;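 further: per-cell ratio of nuclear to cytoplasmic median beta-catenin stain intensity; plate controls were DMSO negative control for no effect and GSK-3 inhibitor IX positive control for full effect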
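Assay system: human HeLa cells, native beta-catenin; doses: 5 µM primary, 0.02–20 µM confirmation; incubation: compound treatment 24 h, 37°C, 5% CO2; technique: fluorescence imaging of beta-catenin antibody stain plus DAPI; measure: % activation, nuclear-to-cytoplasmic median beta-catenin signal ratio per cell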
Myeloid diff 2 = induction of myeloid progenitor differentiation, primary screen, cell-based, flow cytometry, MLPCN library; ER-HoxA9 myeloid progenitors, lysozyme-GFP differentiation; calls only at 10 µM; 360,000 compounds, 1% hits; AID 624256, 2012;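 active means normalized GFP-positive differentiation at or above the plate's own cutoff, the solvent-only control mean plus 3 SD; inconclusive means no clear call, values can overlap the other calls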;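 further: cells exposed to compound for four days before flow analysis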
MT stabilizer = microtubule stabilizers in HeLa cells, primary screen, imaging, high-content imaging. % tubulin-high responders, % at 10 µM. 200,000 compounds, 0.83% hits. HeLa tubulin immunostaining HCS, 24 h; share of cells brighter than vehicle mean+2SD. AID 2205, 2009;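 active means plate Z-score above 3 for both tubulin-high and condensed-nucleus cell shares, with cell loss under 80%, at 10 µM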;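 further: anti alpha tubulin signal scored within the nucleus-defined area of each cell; some results filed as inactive read as strong as hits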
WT yeast gro inh mutant strain = also measured in WT yeast gro inh; calls as there; inhibition, %; mitochondrial fusion phenotypic screen, mutant strain inhibition
Insulin prom up cell count = further read-out of Insulin prom up, marked with its call; cell count; measured here: cytotoxicity, nuclei count;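 total cells summed across four imaged fields per well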
Lipid droplet cells 6.5 µM = recorded beside Lipid droplet, whose call it bears; cell count; measured here: cell count, cytotoxicity flag;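 cells counted across two imaged fields per well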
bCat nuc transl cell count 5 µM = also measured in bCat nuc transl; calls as there; cell count; measured here: cell count, cytotoxicity flag
T cell modulator vesicle-bound % = recorded beside T cell modulator, whose call it bears; double positive events, %; measured here: CD8+ vesicle-bound cell fraction;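 binding gate set so that unloaded-vesicle control wells show 10% double positive cells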
MT stabilizer Hoechst-high % = further read-out of MT stabilizer, marked with its call; % Hoechst-high responders; measured here: nuclear condensation Hoechst responders;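 share of cells brighter than vehicle mean plus two SD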
MT stabilizer cytotoxicity % = also measured in MT stabilizer; calls as there; toxicity, %; measured here: cytotoxicity by cell density;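 0% = mean cell density of plate MIN control wells and 100% = no cells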
Autophagy HCS cell loss 18 h = also measured in Autophagy HCS; calls as there; toxicity, %; measured here: cell loss, nuclei count;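 cell loss after 18 h compound exposure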
Myeloid diff 2 GFP+ MAC1+ % = second read-out of Myeloid diff 2, no call of its own (marks repeat the call); GFP+ MAC1+ double positive, %; measured here: differentiation confirmed by MAC1 staining
* = called active by the depositor; i = inactive; ? = inconclusive; . = not tested or not shown.

SMILES	Insulin prom up	Insulin prom up cell count	Autophagy HCS	Autophagy HCS cell loss 18 h	West Nile antiviral	Lipid droplet	Lipid droplet cells 6.5 µM	WT yeast gro inh	WT yeast gro inh mutant strain	T cell modulator	T cell modulator vesicle-bound %	bCat nuc transl	bCat nuc transl cell count 5 µM	Myeloid diff 2	Myeloid diff 2 GFP+ MAC1+ %	MT stabilizer	MT stabilizer Hoechst-high %	MT stabilizer cytotoxicity %
COc1ccc(OC)c(NC(=O)C2CCCN(S(=O)(=O)c3cccc4nonc34)C2)c1 (stereo not drawn)	0	884	i	24.6	-0.7%	-3.2	777	15.3	12.8	i	35.0	.	.	i	7.1	1.8	0.8	2.6
C=CCc1cccc2cc(C(=O)NNC(=O)c3ccncc3)c(=O)oc12	-0.47	1656	i	7.4	0.0%	1.7	693	-14.8	2.1	i	64.4	-0.3	1537	i	0.2	3.9	1.5	10.0
CCOC(=O)N1CCN(Cc2cccs2)CC1	0.15	1229	i	13.1	0.1%	15.1	759	33.0	-0.5	i	46.2	-0.9	1195	i	2.1	3.9	2.9	6.2
CCOc1ccccc1C(=O)Nc1ccc(S(=O)(=O)N2CCOCC2)cc1	-1.16	872	i	19.3	-0.3%	-1.9	690	-3.7	-26.0	i	54.9	-2.2	1169	i	0.2	4.0	3.4	4.5
Nc1nc(-c2cccnc2)nn1C(=O)COc1ccccc1	-0.12	1213	i	-7.2	0.3%	13.9	699	-37.9	-3.6	i	41.9	-0.1	1095	i	0.6	2.1	2.6	6.1
COc1ccc(C(=O)O)cc1NC(=S)NC(=O)C(c1ccccc1)c1ccccc1	.	.	.	.	0.3%	-6.2	800	.	.	i	10.6	.	.	?	.	.	.	.
S=c1[nH]c(-c2ccccc2)cs1	0	1159	i	12.4	-0.1%	5.3	678	49.2	37.4	i	34.3	-3.4	1187	i	0.2	6.5	2.2	4.4
CCOc1ccc(-c2c[n+]3c(n2-c2ccccc2)CCCCC3)cc1	?	.	i	16.2	0.9%	-18.9	557	3.4	-4.8	i	23.8	-2.0	1087	i	1.8	2.8	4.2	3.6
O=C(O)c1ccc(NS(=O)(=O)c2ccc(C(=O)Nc3ccccc3)cc2)cc1	.	.	.	.	-0.1%	-2.4	606	.	.	i	60.8	.	.	i	0.3	.	.	.
CCC(c1nnnn1Cc1ccc2c(c1)OCO2)N1CCN(c2ccc(F)cc2)CC1 (stereo not drawn)	0.03	991	i	-6.1	.	.	.	13.1	-5.9	i	15.1	-1.3	1125	i	0.5	2.2	1.6	8.2
O=C(N/N=C/c1cccc([N+](=O)[O-])c1)c1cc(-c2ccc3c4c(cccc24)CC3)n[nH]1	0.06	1495	i	19.0	0.2%	-14.5	675	16.0	-14.7	i	11.5	3.9	997	i	0.1	10.7	6.3	9.8
Cc1nc2nc(SCC(=O)NCCCN3CCCC(C)C3)nn2c(C)c1Cc1ccccc1Cl (stereo not drawn)	.	.	.	.	0.3%	-23.6	677	.	.	i	21.0	.	.	i	1.8	.	.	.
O=C(Cc1ccccc1)NNC(=O)Nc1cccc(Cl)c1	0.11	1516	i	17.9	-0.2%	.	.	-19.1	-5.6	i	55.1	-0.3	1431	i	1.8	4.4	2.4	3.3
S=c1[nH]cc(-c2ccc(Cl)cc2)n1Cc1ccccc1	0.61	1455	.	.	-0.2%	-3.5	614	.	.	i	20.6	-3.0	1122	i	0.6	.	.	.
COc1ccc(CN2CCC(C(=O)NCCc3ccc(OC)c(OC)c3)CC2)c(OC)c1	2.94	705	i	-8.1	-0.3%	.	.	-5.4	2.2	i	22.5	.	.	i	0.7	1.5	1.5	3.9
COc1cccc(/C=N/NC(=O)c2cc3cc([N+](=O)[O-])ccc3s2)c1O	1.01	1254	i	10.9	0.6%	3.1	659	8.6	-5.1	i	36.2	-4.0	559	?	.	4.6	3.3	14.5
COc1cc(/C=N\Nc2nc(-c3ccc(C)cc3)c(NC(C)=O)s2)ccc1O	-1.03	1055	.	.	1.5%	26.9	697	.	.	i	36.7	-0.3	1327	i	0.3	.	.	.
O=C(CCn1nc(-c2ccc(Cl)cc2)ccc1=O)NCc1ccccn1	0.08	1512	i	0.7	0.1%	.	.	16.0	16.6	i	15.9	-0.3	1381	i	1.5	2.5	0.9	0.9
O=C(CSc1nnc(Cc2cccs2)n1-c1ccccc1)NC1CCCCC1	1.17	1194	i	-7.9	-0.3%	.	.	8.7	19.6	i	41.1	-5.8	1111	i	0.7	4.0	2.2	4.7
CCN1CCN(C(=O)CCCCCn2c(=O)[nH]c3cc(C(=O)OC)ccc3c2=O)CC1	0.46	985	i	12.2	-0.1%	11.8	789	9.2	4.9	i	18.8	.	.	i	1.0	3.4	1.7	0.3
Cc1cccc2c1N(CC(=O)OC(C)C)C(=O)C2=O	2.79	1528	.	.	0.0%	-8.0	637	0.7	-11.5	i	33.6	0.2	1065	i	2.2	4.0	2.6	6.0
CCc1ccc(CN(C)C(=O)CCc2nnc(-c3ccc(-c4ccccc4)cc3)o2)nc1	-3.31	695	i	10.4	-0.5%	-10.8	699	29.7	27.1	i	6.3	2.1	976	i	0.1	3.0	3.7	6.5
c1csc(-c2nc3c4ccccc4c4ccccc4c3[nH]2)c1	.	.	i	15.8	0.7%	-7.0	671	79.6*	39.3*	i	38.0	.	.	i	2.8	1.7	2.2	1.1
Cc1ccc(NC(=O)Nc2ccc(S(N)(=O)=O)cc2)cc1	.	.	i	4.9	0.0%	-7.6	669	-2.4	4.3	i	36.6	2.1	987	i	0.1	2.5	2.4	5.8
CC1CN(c2nc(-c3ccc(Br)cc3)nnc2-c2ccccc2)CC(C)N1 (stereo not drawn)	.	.	i	-22.2	.	.	.	37.7	31.4	i	56.0	.	.	i	0.0	4.3	2.1	4.2
Cc1ccccc1OCC(=O)N(Cc1ccc(N(C)C)cc1)C1CCS(=O)(=O)C1 (stereo not drawn)	0.12	1186	i	5.3	-0.3%	.	.	16.9	25.9	i	29.7	-0.5	903	i	0.9	2.7	1.6	8.5
CCOc1ccccc1N(C(=O)c1snc(C(N)=O)c1N)C(C(=O)NC1CCCC1)c1ccco1 (stereo not drawn)	-1.4	1406	i	-9.4	.	.	.	-5.8	9.8	i	33.2	-3.1	830	i	16.3	2.1	1.3	7.4
CCOc1ccc(-c2cc(C(=O)N/N=C(\C)c3cccnc3)c3ccccc3n2)cc1	.	.	.	.	-1.0%	-38.9	661	.	.	i	5.7	.	.	i	1.4	.	.	.
COc1ccc(OC(C)C(=O)NC2CC(C)(C)NC(C)(C)C2)cc1 (stereo not drawn)	.	.	i	-4.3	0.3%	4.4	741	12.7	15.0	i	51.7	.	.	i	1.0	1.3	1.3	5.7
COc1cccc(/C=N/NC(=O)c2ccc(-c3ccccc3)cc2)c1O	-1.04	756	i	26.6	?	-5.1	752	2.0	4.7	i	6.0	.	.	?	.	2.6	0.4	21.6
Cn1c(=O)c2[nH]c(Nc3ccccc3)nc2n(C)c1=O	0.52	1117	i	4.1	0.4%	-13.8	759	-6.9	-3.5	i	26.2	-2.1	1065	i	1.0	2.4	2.5	1.9
COc1ccccc1Nc1nc(N)nc(CN2CCN(c3ccccc3F)CC2)n1	0.55	1703	i	-5.7	0.1%	-1.0	619	8.5	24.4	i	19.5	-0.7	1012	i	0.0	3.0	2.3	6.3
CCN(Cc1ccccc1)C(=O)CN1C(=O)NC(CC)(c2ccc(F)cc2)C1=O (stereo not drawn)	.	.	.	.	-0.9%	19.6	832	.	.	i	28.5	.	.	i	0.7	.	.	.
Cc1cc(C(=O)NCc2cccs2)n(-c2ccccc2)n1	-1.13	899	i	5.5	0.1%	.	.	13.9	6.9	i	40.2	-1.5	1153	i	2.0	5.3	1.6	1.3
CC(=O)c1c(C)[nH]c(C(=O)OCC(=O)Nc2ccc(C)cc2[N+](=O)[O-])c1C	-2.3	532	i	22.5	-0.4%	-30.1	519	18.4	3.4	i	43.4	-0.6	968	i	0.3	4.7	4.0	8.2
CCC(C)N1C(=O)CN(C2CCCCCC2)C(=O)C1c1ccccc1F (stereo not drawn)	-0.66	1398	i	3.8	-0.5%	3.0	678	8.7	-3.3	i	14.6	0.1	1090	.	.	2.6	1.6	3.8
COC(=O)c1cc(NS(=O)(=O)c2ccc(F)cc2)ccc1N1CCOCC1	-1.45	1055	.	.	-0.2%	-1.1	634	.	.	i	15.2	0.7	1308	i	0.8	.	.	.
O=C(c1ccc2oc(CCCc3ccccc3)nc2c1)N1CCCC1	.	.	.	.	-0.3%	-4.0	647	.	.	i	19.0	.	.	i	0.2	.	.	.
C=C(C)CSc1cc(C)c(C#N)c2nc3ccccc3n12	0.82	1103	i	1.0	.	9.9	654	-1.7	2.8	i	60.5	1.2	940	i	0.4	3.7	3.9	2.8
S=c1[nH]nc([C@@H]2C[C@H]2c2ccccc2)n1-c1ccccc1Cl	-0.15	1072	.	.	-0.4%	1.4	745	.	.	i	21.7	-0.1	1314	i	0.6	.	.	.
